hERG WT inh: inhibitors of human wildtype KCNH2 potassium channel; U2OS, BacMam KCNH2, thallium flux FluxOr; stronger effect = lower value; activity change, % at 1.84 µM; Q12809; actives 0.37% (n = 340,000);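 active = maximum activity change below -70%; inconclusive = maximum activity change between -70% and -50%; inactive = maximum activity change above -50%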; also: % is scaled to controls: 0 for no effect and ±100 for the full control effect
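U2OS cells were transduced with wild-type KCNH2 virus (2.03 x 10^8 / mL) for 4 h at room temperature, then cultured overnight at 37 C. Thallium flux was read with FluxOr dye. Rate constants were normalized to DMSO controls.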
PKM2 act: increases activity of human pyruvate kinase M2; P14618; purified PKM2, Kinase-Glo ATP luminescence, activation; response scale: 0% is enzyme alone, no compound; Potency, µM (doses to about 57.5 µM), for the others: top-dose activation, hits mostly activators; actives 0.34% (n = 260,000); AID 1631; also: potency is read from the fitted curve at half-maximal effect; % is scaled to controls: 0 for no effect and ±100 for the full control effect; nearly all actives have a fitted effect of over 55% in size
Target sequence (P14618 whole entry, looked up): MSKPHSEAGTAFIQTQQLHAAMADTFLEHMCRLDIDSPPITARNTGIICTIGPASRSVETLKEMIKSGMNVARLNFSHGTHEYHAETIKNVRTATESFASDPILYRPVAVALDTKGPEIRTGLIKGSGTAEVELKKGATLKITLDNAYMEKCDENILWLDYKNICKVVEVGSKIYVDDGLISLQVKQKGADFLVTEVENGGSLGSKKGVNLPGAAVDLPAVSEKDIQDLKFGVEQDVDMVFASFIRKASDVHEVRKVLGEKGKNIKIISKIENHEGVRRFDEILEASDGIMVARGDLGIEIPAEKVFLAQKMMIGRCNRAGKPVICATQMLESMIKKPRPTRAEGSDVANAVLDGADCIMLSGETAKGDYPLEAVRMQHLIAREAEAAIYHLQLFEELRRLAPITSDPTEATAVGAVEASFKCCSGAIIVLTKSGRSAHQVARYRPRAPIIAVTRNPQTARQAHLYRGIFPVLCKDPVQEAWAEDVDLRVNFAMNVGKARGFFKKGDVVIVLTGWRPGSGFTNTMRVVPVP
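Kinase-Glo luminescence reports ATP generated from ADP (0.1 mM) and PEP (0.5 mM) by purified hPK-M2 after 1 h at room temperature, pH 7.2 imidazole buffer; intermediate enzyme activity allows detecting inhibitors and activators.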
Giardia killer: kills Giardia lamblia. Giardia lamblia trophozoite viability. activity change, % at 7.66 µM, hits read low. actives 0.15% (n = 340,000). AID 540267; in the data active = activity change below about -80%; inconclusive = between about -30% and that limit;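 also: parasites exposed to compound for two days anaerobically before the ATP read; % is scaled to controls: 0 for no effect and ±100 for the full control effect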
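Luminescent ATP signal served as the viability read-out, measured 15-30 min after adding ATP detection reagent to trophozoites that had been incubated with compounds for 48 hrs at 37 deg C anaerobically at 100 cells/well.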
KCNH2 3.1 inh: inhibitors of human KCNH2 3.1 potassium channel isoform | U2OS KCNH2 3.1, thallium flux FluxOr; stronger effect = lower value | actives 0.95% (n = 340,000) | activity change, % (tested at about 1.8 µM);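 active = maximum activity change below -70%; inconclusive = maximum activity change from -70% to -50%; inactive = maximum activity change above -50%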;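 also: thallium influx rate constant from kinetic fluorescence after stimulation buffer; % is scaled to controls: 0 for no effect and ±100 for the full control effect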
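Thallium flux via FluxOr fluorescence (Red40 quencher, 45 min loading) in U2OS cells virally expressing the KCNH2 3.1 isoform (1.77 x 10^8 /mL virus, overnight at 37 C). Rate constants from 2-min kinetic reads post-stimulation, normalised to positive and negative controls.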
GALK inhibitor: galactokinase (human) inhibition | Purified GALK, Kinase-Glo residual ATP luminescence | AID 1868 | actives 0.007% (n = 270,000) | P51570 | Potency, µM (doses to about 57.5 µM), for inactives: top-dose activity change, negative = inhibition, usual class: inhibitors; also: potency is read from the fitted curve at half-maximal effect; % is scaled to controls: 0 for no effect and ±100 for the full control effect
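Compounds were pin-transferred into ATP buffer (35 uM final), then GALK plus galactose (5 nM, 100 uM final) was added. After 1 h at room temperature, Kinase-Glo Plus was added and luminescence read after 10 min.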
USP2a block: blocks human ubiquitin-specific protease USP2a. AID 463254. USP2 core, Ub-CHOP2 coupled fluorogenic reporter, 485/531. O75604. actives 0.01% (n = 330,000). Potency, µM (doses to about 38.3 µM), without a hit: at the top dose activity change, negative = inhibition, actives largely listed as inhibitors;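 also: potency is read from the fitted curve at half-maximal effect; plate controls were DMSO wells for no effect and full inhibition by NEM control for full effect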
Target sequence (O75604 whole entry, looked up): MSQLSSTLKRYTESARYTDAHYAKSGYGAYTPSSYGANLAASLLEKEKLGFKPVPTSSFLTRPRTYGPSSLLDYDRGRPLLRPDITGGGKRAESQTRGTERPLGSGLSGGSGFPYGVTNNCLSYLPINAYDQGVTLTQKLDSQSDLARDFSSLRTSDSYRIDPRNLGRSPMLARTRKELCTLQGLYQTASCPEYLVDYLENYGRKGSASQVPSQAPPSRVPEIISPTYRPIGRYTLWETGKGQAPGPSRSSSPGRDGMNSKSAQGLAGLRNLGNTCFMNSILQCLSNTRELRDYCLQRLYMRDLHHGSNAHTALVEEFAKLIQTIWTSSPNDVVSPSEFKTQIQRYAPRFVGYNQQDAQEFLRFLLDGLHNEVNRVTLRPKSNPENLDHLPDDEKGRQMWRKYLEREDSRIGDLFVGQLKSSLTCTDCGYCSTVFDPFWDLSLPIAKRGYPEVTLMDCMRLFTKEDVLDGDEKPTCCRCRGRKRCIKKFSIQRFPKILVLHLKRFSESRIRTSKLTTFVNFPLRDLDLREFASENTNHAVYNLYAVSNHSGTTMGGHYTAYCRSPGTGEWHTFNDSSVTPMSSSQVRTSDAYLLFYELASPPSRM
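USP2 core (10nM final) preincubated 30min RT with compound in 20mM Tris-HCl pH 8.0, 2mM CaCl2, 2mM beta-mercaptoethanol, 0.05% CHAPS; 25nM Ub-CHOP2 plus 25nM reporter substrate added, fluorescence (Ex485/Em531) read after 60min.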
TRPV1 ag: agonists of human vanilloid receptor 1 (TRPV1) | TRPV1-expressing cells, Fluo-8 calcium influx, agonist mode | activation, % at 8.33 µM | actives 0.19% (n = 320,000) | AID 540275; in the data active = activation above about 80%; inconclusive = between about 30% and that limit; also: 0% is about no effect
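TRPV1-expressing cells were cultured overnight at 35.5C and loaded with Fluo-8 calcium dye for 40 to 90 min at room temperature. After a 10 s baseline, compound was added and calcium influx was read kinetically for 3 min (ex 480/em 520 nm).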
Menin MLL FP TR: menin-MLL binding inhibition, Texas Red mutant peptide; O00255; Menin + Texas Red MLL mutant peptide, fluorescence polarization; Potency, µM (series often up to 61.6 µM), inactives show at the top dose FP activity change, negative = inhibition, most hits filed as inhibitors; actives 0.23% (n = 270,000); active = well fitted inhibition curve with a large enough effect in the polarisation, with a control signal flat, not every such curve was filed as active; inconclusive = small, poorly fitted or top-dose-only effect, or effect the other way, or a change in a side signal; inactive = no such curve, though single readings can be large or run the other way; the % refers to the polarisation; also: potency is read from the fitted curve at half-maximal effect; % of control where 0% means no effect; many of its hits are not listed in these tables
B2AR arrestin: agonists driving beta-arrestin recruitment to human beta2-adrenergic receptor; Potency, µM (top dose mostly 46.1 µM), without a hit: top-dose activation, actives largely listed as activators; P07550; beta-arrestin recruitment to beta2AR, cell-based reporter; actives 0.02% (n = 330,000);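 also: potency is read from the fitted curve at half-maximal effect; 0% = DMSO controls and full agonism = EC100 isoproterenol or metaproterenol; nearly all actives have a fitted effect of over 65% in size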
CXXC DNA block: blocks binding of human MLL CXXC domain to DNA; Q03164; MLL-CXXC / FITC-HOXA9 DNA fluorescence polarization; Potency, µM (titrated, usually from 115 µM), for inactives: top-dose activity change, negative = inhibition, usual class: inhibitors; actives 0.037% (n = 290,000); AID 2662; active = well fitted inhibition curve with a large enough effect in the polarisation, with a control signal flat, not every such curve was filed as active; inconclusive = small, poorly fitted or top-dose-only effect, or effect the other way, or a change in a side signal; inactive = no such curve, though single readings can be large or run the other way; the % refers to the polarisation; also: potency is read from the fitted curve at half-maximal effect
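Purified MLL-CXXC (added from a 7 uM solution) was preincubated 5 min at ambient with pinned compounds in 50 mM Tris-HCl pH 7.5, 50 mM NaCl, 1 mM DTT, 0.05% BSA. Fluorescein-labeled HOX-A9 DNA (50 nM solution) followed, 30 min, then polarization read.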
Coupling enz: counter-screen for Giardia aldolase inhibitors: coupling enzyme system | coupling enzyme system counterscreen, AmpLite Red fluorescence | activity change, negative = inhibition, % at 58.2 µM, hits read low | actives 0.67% (n = 290,000) | AID 2472; in the data active = activity change below about -30%; also: % is scaled to controls: 0 for no effect and ±100 for the full control effect
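Final compound at 57.5 uM, incubated 10 min at RT with coupling enzyme reagent (glyceraldehyde-3-phosphate), then 20 min with substrate and AmpLite Red detection. Fluorescence read at 525/598 nm; tests interference with the coupling assay, not aldolase inhibition.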
Numbers without * were called inactive; i = inactive; ? = inconclusive; . = no result given; [ ] = dose if it differs, or a comment. Unless noted, calls follow the shape of the dose curve; as a rule, active = well fitted curve in the direction sought with a large enough effect; inconclusive = small, poorly fitted or top-dose-only effect, or another doubt; inactive = no such curve, though single readings can be large; an effect the other way counts as inactive or inconclusive. Not all compounds are listed; count on the stated rates, not on these rows.

SMILES	hERG WT inh	PKM2 act	Giardia killer	KCNH2 3.1 inh	GALK inhibitor	USP2a block	TRPV1 ag	Menin MLL FP TR	B2AR arrestin	CXXC DNA block	Coupling enz
CN(C)c1ccc(/C=N/NC(=O)c2ccc(Cl)cc2)cc1	-8	1%	-24	1	-1%	5%	19	14%	-1.1%	35%[activator]	0
Cc1cc(C)nc(N/C(=N/S(=O)(=O)Cc2ccccc2)Nc2ccccc2)n1	-14	-4%	-3	.	.	1%	16	-25%	-0.2%	-8%	1
COc1ccccc1CN(C)C(=O)c1cccc(S(=O)(=O)N2CCCC2)c1	-1	.	21	29	.	4%	2	.	-0.1%	.	.
COc1ccc(C)cc1S(=O)(=O)Nc1cc2c3c(c1)CC(=O)N3CCC2	0	.	9	-6	.	1%	-1	.	0.1%	.	.
COc1ccc(OCC(=O)N/N=C(\C)c2ccc(-n3ccnc3)cc2)cc1	-7	3%	4	-6	3%	0%	-1	-22%	-0.2%	4%	0
NC(=O)SCC(=O)Nc1ccc(Cl)cc1	-3	-1%	2	0	-3%	0%	-3	2%	-0.1%	21%	3
Oc1c(Br)cc(Br)cc1C=Nc1ccc2c(c1)OCCO2	5	-6%	12	3	2%	0%	1	?	-0.1%	-10%	-6
Cc1c(C(=O)O)sc(S(=O)(=O)N2CCN(C(=O)Cc3ccccc3)CC2)c1C(=O)O	0	.	-13	2	.	2%	-8	.	3.1%	.	.
C=CCOCCn1[nH]c2ccccc2c1=O	1	.	?	15	.	1%	1	.	0.0%	.	.
CCOC(=O)c1cc(NC(=O)Cc2ccc(S(=O)(=O)N3CCOCC3)s2)cc(C(=O)OCC)c1	-3	.	7	10	.	-5%	-4	.	-3.2%	.	.
Cc1ccc(NC(=O)c2cnn(-c3ccccc3)c2C)c(C)c1	0	-4%	11	-2	-2%	0%	12	1%	0.3%	18%	-7
CC1(C)Cc2ccccc2-c2nnc(SCC(=O)Nc3nc4ccccc4s3)n21	1	-4%	10	-32	3%	4%	3	1%	-1.0%	11%	-1
COc1ccc(CCNC(=O)CSc2nnc(-c3ccc(F)cc3)o2)cc1OC	-1	-2%	-14	-17	6%	2%	0	6%	3.4%	9%	1
COc1cccc(/C=C(\C#N)c2nc3ccc(C)cc3[nH]2)c1OCC(=O)O	-7	0%	-3	-4	3%	2%	-7	18%	0.2%	-26%	-5
Cc1nc2sc3c(c2c(=O)[nH]1)CCCCC3	-4	-1%	-4	-28	5%	-1%	-1	.	0.3%	3%	4
COC(=O)CSc1nc(N)c(C#N)c(C(C)C)c1C#N	-18	-2%	10	8	-1%	1%	-7	?	-0.4%	5%	-9
COc1ccc(C)cc1S(=O)(=O)N1c2ccccc2CC1C (stereo not given)	2	2%	21	1	-1%	2%	4	3%	0.0%	9%	-2
COC(=O)c1cc(NC(=O)COC(=O)C2CCC2)cc(C(=O)OC)c1	-14	.	-4	-5	.	0%	4	.	-0.3%	.	.
C=CC[C@@H](Cc1ccc(F)cc1)C(=O)OC[C@@H]1CCCN1C(=O)[C@H](CC=C)CC(=O)NCCO	-27	.	9	-10	.	4%	.	.	0.3%	.	.
CN(C)c1ccc(CNc2ncc(Br)cc2Br)cc1	1	-1%	9	8	.	2%	4	-14%	0.0%	0%	1
N#Cc1ccc(OCC(=O)OCC(=O)c2ccccc2)cc1	5	.	-4	-1	.	1%	.	.	0.0%	.	.
COc1ccc(CCN2C(=O)CC(N3CCOCC3)C2=O)cc1OC (stereo not given)	9	-6%	-4	-7	-4%	1%	-3	-12%	-0.6%	6%	2
O=C(CCC1CCCC1)N1CCN(C(=O)COc2ccccc2)CC1	-6	0%	2	4	-2%	0%	?	-13%	-0.1%	2%	8
CCCCn1c(N)c(N(CC)C(=O)C2CCN(C(=O)c3ccccc3C)CC2)c(=O)[nH]c1=O	-4	.	-19	-3	.	0%	3	.	-0.1%	.	.
NC(=O)c1ccc(NC(=O)COC(=O)CC(NC(=O)c2ccccc2Cl)c2ccccc2)cc1 (stereo not given)	i	2%	19	2	2%	-4%	1	16%	-1.8%	11%	3
O=C(CSc1nc2ccccc2n1Cc1ccccc1Cl)N/N=C/c1ccccc1C(=O)O	-6	25µM*	-5	-14	1%	-8%	-3	.	0.2%	-4%	3
CCN1CCn2c3c(c4cccc(C)c42)CCCC31 (stereo not given)	32	1%	-23	-13	-4%	1%	-1	3%	0.1%	1%	2
Cc1ccc(C(=O)N2CCC(C(=O)c3ccc(Cl)cc3)CC2)cc1	8	-1%	22	-21	0%	2%	9	-21%	0.2%	-4%	-1
COc1ccc(-c2ccc(C#N)c(SCC(=O)NC3CC3)n2)cc1OC	-7	-3%	11	-1	.	3%	1	.	-0.7%	-1%	0
CCOC(=O)C(=O)N1CCN(c2ccccc2OC)CC1	-1	?	-18	-1	5%	0%	5	0%	-0.3%	2%	2
Cc1cccc(/C=N/NC(=O)c2ccccc2OCc2cccc(Br)c2)n1	-6	.	-4	-5	3%	-2%	3	-27%	-0.4%	19%	-7
NS(=O)(=O)c1ccc(CNC(=O)CNC(=O)Cc2ccccc2)cc1	4	0%	-4	-6	-2%	-1%	3	-9%	-0.8%	53%[activator]	2
Cc1onc(-c2ccccc2Cl)c1C(=O)N1CCN(Cc2ccc3c(c2)OCO3)CC1	-3	-11%	9	1	6%	0%	-2	-25%	0.2%	3%	6
Cc1ccc(CNC(=O)C2CCCN(S(=O)(=O)c3c(C)noc3/C=C/N(C)C)C2)cc1 (stereo not given)	-2	-4%	-7	0	0%	0%	1	.	-0.6%	-4%	0
O=C1c2ccccc2C(=O)N1Cc1cnc(N2CCN(c3ccccc3)CC2)s1	6	-8%	10	-4	0%	10%	4	-20%	-0.1%	9%	0
O=C(NCCn1cc(SCc2ccccc2)c2ccccc21)c1c(F)cccc1F	-8	4%	17	-9	.	-10%	?	?	-0.6%	5%	-12
Cc1ccsc1/C=N/Nc1cccc(C(=O)O)c1	1	-3%	13	14	1%	11%	0	?	-0.1%	-4%	6
CCOc1ccccc1CNCCNC(=O)c1nonc1N	0	1%	6	-2	-1%	2%	19	.	-0.2%	5%	2
COCCn1c(=O)c2cc3c(=O)n(CCOC)c(=O)c3cc2c1=O	-10	4%	-1	32	-2%	-4%	1	-6%	0.1%	3%	-3
Cc1ccccc1NC(=O)c1cc(=O)c2ccccc2o1	-1	-9%	-5	3	3%	-4%	5	20%	0.3%	-6%	-3
O=C(Nc1cccnc1)c1cnn2c(C(F)F)cc(C3CC3)nc12	5	0%	-2	-7	1%	.	2	-11%	.	-1%	2
S=C(NCc1ccco1)NCC1CCCO1 (stereo not given)	5	4%	16	13	2%	3%	-3	-17%	-0.8%	3%	2
COc1ccc(CC(=O)n2nc(-c3cccnc3)nc2N)cc1	3	1%	-1	1	0%	1%	2	0%	0.3%	17%	0
COc1cc(NC(=O)C2=C(N3CCOCC3)/C(=C\c3ccc(N(C)C)cc3)CCC2)cc(OC)c1OC	-1	18%	0	-13	-3%	-1%	4	?	0.2%	4%	-5

Exported as labelled records: entries from further up.
O=C(Nc1cccnc1)c1cnn2c(C(F)F)cc(C3CC3)nc12
  hERG WT inh = 5
  PKM2 act = 0%
  Giardia killer = -2
  KCNH2 3.1 inh = -7
  GALK inhibitor = 1%
  USP2a block = .
  TRPV1 ag = 2
  Menin MLL FP TR = -11%
  B2AR arrestin = .
  CXXC DNA block = -1%
  Coupling enz = 2

S=C(NCc1ccco1)NCC1CCCO1 (stereo not given)
  hERG WT inh = 5
  PKM2 act = 4%
  Giardia killer = 16
  KCNH2 3.1 inh = 13
  GALK inhibitor = 2%
  USP2a block = 3%
  TRPV1 ag = -3
  Menin MLL FP TR = -17%
  B2AR arrestin = -0.8%
  CXXC DNA block = 3%
  Coupling enz = 2

CCOc1ccccc1CNCCNC(=O)c1nonc1N
  hERG WT inh = 0
  PKM2 act = 1%
  Giardia killer = 6
  KCNH2 3.1 inh = -2
  GALK inhibitor = -1%
  USP2a block = 2%
  TRPV1 ag = 19
  Menin MLL FP TR = .
  B2AR arrestin = -0.2%
  CXXC DNA block = 5%
  Coupling enz = 2

Cc1ccsc1/C=N/Nc1cccc(C(=O)O)c1
  hERG WT inh = 1
  PKM2 act = -3%
  Giardia killer = 13
  KCNH2 3.1 inh = 14
  GALK inhibitor = 1%
  USP2a block = 11%
  TRPV1 ag = 0
  Menin MLL FP TR = ?
  B2AR arrestin = -0.1%
  CXXC DNA block = -4%
  Coupling enz = 6

High-throughput results deposited in PubChem BioAssay by National Center for Advancing Translational Sciences (NCATS).
